Scp1 inh: blocks human Scp-1 phosphatase activity; Recombinant Scp1, phosphopeptide, malachite green phosphate absorbance; inhibition, % at 20 µM; actives 0.88% (n = 340,000); Q9GZU7; AID 493091;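 active = inhibition above about 50% at 20 µM, limit read from the data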;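 also: plate controls were DMSO wells with enzyme for no effect and wells lacking enzyme for full effect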
Target sequence (Q9GZU7 76-261 limits assumed): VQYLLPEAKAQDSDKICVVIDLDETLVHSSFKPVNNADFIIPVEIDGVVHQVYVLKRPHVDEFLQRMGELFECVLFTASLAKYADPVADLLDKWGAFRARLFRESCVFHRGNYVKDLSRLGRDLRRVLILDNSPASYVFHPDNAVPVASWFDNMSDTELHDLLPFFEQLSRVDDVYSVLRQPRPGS
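Assay system: SCP-1 catalytic fragment, aa 76-261 | Buffer or medium: Tris acetate buffer pH 5.5 with MgCl2 and Tween-20 | Compound: One concentration, 20 µM, with 1.0% DMSO | Also added: Phospho 17-mer peptide substrate | Signal: Absorbance at 630 nm | Incubation: 45 min enzyme reaction at room temperature | Measure: % inhibition of SCP-1 phosphate liberation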
NadD block: NadD (S. aureus) enzyme inhibition | purified NadD enzyme, colorimetric absorbance read-out | inhibition, % at 20 µM | actives 0.78% (n = 360,000) | AID 602399; in the data active = inhibition above about 26%; also: some compounds past the cut are filed as inactive
CSN deneddyl inh: CSN deneddylation inhibition; inhibition, % at 12.5 µM; actives 0.38% (n = 360,000); Purified CSN, SCF-Nedd8-OG deneddylation, fluorescence polarization; Q92905;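 active = pattern-corrected inhibition above about 35%, with an unprinted fluorescence ratio check between 0.5 and 1.5, limit read from the data, passing the limit was not always enough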;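 also: 0% = enzyme with substrate and 100% = substrate without enzyme; some results filed as inactive read as strong as hits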
Target sequence (Q92905 whole entry, looked up, one chain of several): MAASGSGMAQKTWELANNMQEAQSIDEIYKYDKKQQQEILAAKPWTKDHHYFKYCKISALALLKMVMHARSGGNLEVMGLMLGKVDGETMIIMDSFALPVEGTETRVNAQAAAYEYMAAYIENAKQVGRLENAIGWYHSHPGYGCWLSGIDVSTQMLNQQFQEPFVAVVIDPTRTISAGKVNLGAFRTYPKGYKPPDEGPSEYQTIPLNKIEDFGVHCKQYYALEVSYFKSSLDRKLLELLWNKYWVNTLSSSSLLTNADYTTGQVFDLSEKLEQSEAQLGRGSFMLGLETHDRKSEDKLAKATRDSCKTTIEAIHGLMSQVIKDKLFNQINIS
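Material: human Csn5 produced in HEK293T cells; Input: enzyme 0.24 nM; Reagent: SCFSkp2-Nedd8OG substrate at 10 nM final; Dosing: 12.5 µM compound; Incubation: 90 min reaction at room temperature; Detection: fluorescence polarization of the substrate; Evaluation: % inhibition of substrate cleavage by Csn5; Control set: substrate-only high control, full reaction low control.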
Rpn11 block: Rpn11 (human) deubiquitinase inhibition. O00487. human 26S proteasome, Ub4-pepOG fluorescence polarization; 20S core pre-blocked with epoxomicin. calls only at 20 µM. actives 0.59% (n = 360,000). AID 588493;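 active = inhibition at 20 µM, scaled to each plate's controls, above about 33%, limit read from the data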
Tb MetRS inh: blocks T. brucei methionyl-tRNA synthetase activity; purified T. brucei MetRS, ATP depletion, Kinase-Glo luminescence; inhibition, % at 11.9 µM; actives 0.4% (n = 360,000); AID 624268;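 active = inhibition above a per-plate cutoff of the control wells' mean inhibition plus 3 SD, cut at about 5.5% in these data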;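 also: 0% = DMSO wells median and 100% = median of wells with control inhibitor compound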
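Dosing: 11.9 µM compound single dose, 0.9% DMSO; Assay system: purified T. brucei MetRS enzyme; Measured by: Kinase-Glo luciferase luminescence reporting remaining unconsumed ATP; Schedule: 15 min plus 2 h at 25 °C.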
DNMT1 inh: blocks human DNA methyltransferase DNMT1 | P26358 | DNMT1 molecular beacon, Hinp1I cleavage, fluorescence | inhibition (reported as % activation of signal), % at 10 µM | actives 0.83% (n = 360,000) | AID 588458; in the data active = inhibition above about 50%
STEP inh: STEP (human) phosphatase inhibition | recombinant STEP, OMFP fluorogenic substrate, fluorescence | actives 0.25% (n = 360,000) | inhibition, % at 20 µM | AID 588621 | P54829;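 active = inhibition at 20 µM, scaled per plate between control wells, above about 37%, limit read from the data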;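 also: 0% = DMSO with enzyme and substrate and 100% = substrate only without enzyme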
Target sequence (P54829 whole entry, looked up): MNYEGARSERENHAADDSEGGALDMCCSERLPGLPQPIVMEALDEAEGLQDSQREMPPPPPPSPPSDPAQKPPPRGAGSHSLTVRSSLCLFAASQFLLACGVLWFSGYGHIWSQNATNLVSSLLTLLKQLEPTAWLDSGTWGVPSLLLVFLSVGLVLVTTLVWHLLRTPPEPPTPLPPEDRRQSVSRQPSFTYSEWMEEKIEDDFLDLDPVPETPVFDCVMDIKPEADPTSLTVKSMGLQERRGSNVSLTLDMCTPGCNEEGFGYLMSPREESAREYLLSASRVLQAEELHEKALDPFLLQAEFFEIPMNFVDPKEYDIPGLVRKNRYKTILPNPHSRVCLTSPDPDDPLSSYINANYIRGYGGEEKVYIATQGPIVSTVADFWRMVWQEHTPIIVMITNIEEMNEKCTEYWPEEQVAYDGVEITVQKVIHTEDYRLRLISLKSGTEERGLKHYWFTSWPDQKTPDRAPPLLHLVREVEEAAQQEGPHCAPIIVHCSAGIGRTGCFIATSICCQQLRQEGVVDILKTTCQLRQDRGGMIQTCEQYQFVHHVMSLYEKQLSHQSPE
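medium = Bis-Tris buffer pH 6.0, 2.5 mM DTT, 0.005% Tween 20 | test system = STEP (striatal-enriched tyrosine phosphatase) enzyme, cell-free | measure = normalized % inhibition | compound dosing = 20 µM, 1% DMSO | also added = 25 µM OMFP | schedule = reaction 20 min, ambient temperature | measured by = fluorescence read at 480 nm ex / 540 nm em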
MsrA inh: bovine MsrA inhibition; purified bovine MsrA, absorbance read-out; inhibition, % at 15.5 µM; actives 0.75% (n = 360,000); in the data active = inhibition above about 4.5%;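 also: 0% = vehicle wells with enzyme and 100% = reference inhibitor wells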
SUMO1 PPI mod: alters human SUMO1 binding to SIM partners; inhibition, % at 20 µM; AID 602429; actives 0.33% (n = 360,000); SUMO1 binding to a labelled peptide, TR-FRET, 1 h; in the data active = inhibition above about 37%
LMPTP block: LMPTP (human) inhibition. inhibition, % at 20 µM. actives 0.22% (n = 360,000). recombinant LMPTP-A, OMFP fluorogenic substrate, fluorescence intensity. AID 651560;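 active = compounds that cut the enzyme signal by at least half of the control window in the single-dose screen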;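 also: plate controls were DMSO wells with enzyme plus substrate for no effect and substrate without enzyme for full effect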
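Assay system: LMPTP-A enzyme. Input: 0.625 nM LMPTP-A final. Probe or stimulus: 400 µM OMFP. Compound dosing: single 20 µM dose. Schedule: 50 min dark incubation at room temperature. Detection: fluorescence intensity of OMFP turnover product. Read-out: percent inhibition versus substrate-only and uninhibited controls. Benchmarks: no-enzyme low control, uninhibited high control.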
An asterisk follows results filed as active; i = inactive; nt = not tested or not shown; + = active, no number.

SMILES	Scp1 inh	NadD block	CSN deneddyl inh	Rpn11 block	Tb MetRS inh	DNMT1 inh	STEP inh	MsrA inh	SUMO1 PPI mod	LMPTP block
CCN(C(=O)COC(=O)CNC(=O)C12CC3CC(CC(C3)C1)C2)C1CCS(=O)(=O)C1 (centres undefined)	-2	-2	-2	i	0.1	-1	-1	0.1	0	-0.5
CCC(c1nnnn1C1CCCC1)N1CCC(C(N)=O)CC1 (centres undefined)	3	-3	-8	i	1.1	2	2	0.3	4	-0.9
O=S(=O)(NCc1cccs1)c1ccccc1Cl	-4	-8	3	i	-0.3	0	-4	-0.7	3	-0.5
O=C(Nc1ccccc1)N1CCCC(c2nc(-c3cccs3)no2)C1 (centres undefined)	-6	-1	5	i	0.1	2	2	nt	-3	1.3
Cc1cccc(N(CC(=O)NC(C)C)C(=O)CCC(=O)Nc2nccs2)c1	-5	-1	-1	i	-0.1	-5	-1	-0.8	3	-2.8
Cc1ccc(O)c(N=Nc2nccs2)c1	-5	-2	-4	i	-0.3	-1	7	2.1	-52	3.0
Cc1cc(=O)oc2c3c(cc(OCC(=O)NCCC(=O)N[C@@H](C)C(=O)O)c12)OC(C)(C)CC3	1	-4	-2	i	-1.1	-3	1	1.8	17	-1.0
O=C(Nc1ccc2c(c1)OCO2)c1noc2c1CCCCC2	0	-3	-4	i	0.5	-2	-2	1.1	-1	0.8
CC1CC(C)CN(S(=O)(=O)c2ccc(NC(=O)[C@@H]3CCCN3C(=O)c3cccs3)cc2)C1 (some centres undefined)	-12	0	2	i	-0.1	2	1	-0.1	-1	1.4
COc1ccc(C(=O)NC2CC2)cc1OC1CCN(Cc2ccc(F)cc2F)CC1	-10	2	-1	i	-0.3	1	2	0.6	-1	-0.1
Cc1ccc(C(=O)N/N=C/c2ccc(S(=O)(=O)O)o2)c(Cl)c1	-2	-5	1	i	-0.6	-3	0	1.1	-9	-0.6
CCOC(=O)C(C)n1cnc2sc3c(c2c1=O)CCC3 (centres undefined)	-2	-1	5	i	-0.3	-3	-2	0.3	2	-0.8
Cc1cc(C)n(CC(=O)NC2CCCN(Cc3ccc(Cl)cc3)C2)n1 (centres undefined)	0	1	0	i	0.2	0	-3	0.7	0	0.0
CC(C)CC(=O)NCCc1ccncc1	-7	-3	1	i	-0.4	2	0	0.1	-4	-2.3
Cc1ccc(Nc2nnc(SCC(=O)NC3CCCc4ccccc43)s2)cc1 (centres undefined)	-6	1	7	i	5.0	-3	-3	-0.7	5	0.4
CC(C)(CO)NS(=O)(=O)c1ccc2c(c1)Cc1cc(S(=O)(=O)NC(C)(C)CO)ccc1-2	-6	-2	-3	i	-1.9	1	-2	-1.4	0	0.6
Cc1ccc(NC(=O)c2ccc(OC(=O)c3cc4ccccc4o3)cc2)cc1	-5	11	-1	i	0.3	20	6	0.3	-1	-0.1
O=C(c1cccc(N2CCCC2=O)c1)N1CCOCC1	0	1	-3	i	-0.1	1	0	1.3	0	-2.0
COc1ccc(/C=N/NC(=O)c2cccc(OC(F)(F)C(F)F)c2)c(OC)c1OC	-2	-5	2	i	-0.3	8	0	2.2	0	-0.3
Cc1cccc(C)c1NC(=O)C1(C)CN(S(C)(=O)=O)CC(=O)N1Cc1cccc(F)c1 (centres undefined)	nt	nt	1	nt	-0.7	nt	nt	-0.2	-1	-1.7
O=C(C1=C[C@@H](c2csc3ccccc23)C[C@@H](OCc2ccc(CO)cc2)O1)N1CCOCC1	-8	-3	1	i	-0.2	-3	0	0.7	-3	-0.2
COc1cc(NCc2ccccc2O)c2ncccc2c1	-13	-5	-4	i	0.3	-14	1	1.2	-14	-0.4
COc1ccc(-n2cc(CNC3CCC(O)CC3)c(-c3cccc(F)c3)n2)cc1 (centres undefined)	-6	-4	-3	i	0.5	-1	2	0.2	6	1.2
COc1ccc(CNS(=O)(=O)c2ccc(C)cc2)cc1	-3	-3	3	i	-0.2	4	-2	0.3	-4	-1.5
Cc1ccc(S(=O)(=O)Nc2cc(=O)[nH]c(SCC(=O)Nc3ccccc3Cl)n2)cc1	-10	-5	4	i	-0.1	-10	-1	0.9	-4	5.3
SMILES	Scp1 inh	NadD block	CSN deneddyl inh	Rpn11 block	Tb MetRS inh	DNMT1 inh	STEP inh	MsrA inh	SUMO1 PPI mod	LMPTP block
CC1=C(C(=O)Nc2ccccc2C(F)(F)F)C(c2sccc2C)NC(=S)N1 (centres undefined)	-8	-8	5	i	-0.6	-6	-4	-0.2	-1	-1.2
O=C(CSc1nc(Nc2ccccc2)nc(N2CCOCC2)n1)NC1CCCCC1	-2	1	6	i	-0.4	-1	2	-0.8	3	-0.6
O=C(NCc1ccc2c(c1)OCO2)C(C(=O)c1ccccc1)n1cc(Cl)ccc1=O (centres undefined)	-6	-3	2	i	-0.7	0	-6	1.7	3	-2.1
C=C(C)CN(CC)C(=O)CCc1nnc(CCCc2ccccc2)o1	-1	-2	0	i	0.1	0	0	1.5	-5	0.3
O=c1[nH]c2cc3c(cc2cc1C(c1nnnn1C1CCCCC1)N1CCSCC1)OCCO3 (centres undefined)	3	5	37*	i	0.3	2	2	1.1	-24	0.5
CCC(C)NC(=O)C1(C)CCC(=O)N1Cc1ccccc1OC (centres undefined)	-7	-1	-3	i	-0.1	2	-4	1.0	1	-0.9
CC(C)(C)OC(=O)NCCNC(=O)c1cccs1	0	-3	1	i	-0.5	3	3	-1.0	-5	-1.6
O=C(CN(CC1CCCO1)C(=O)CNS(=O)(=O)c1ccc(F)cc1)NC1CCCC1 (centres undefined)	3	4	-2	i	-0.4	1	0	-0.6	2	-0.5
O=C1Nc2ccc(Cl)cc2C12Nc1ccccc1-c1nnc(SCc3ccccc3F)nc1O2 (centres undefined)	0	4	-1	i	0.4	-7	0	-0.2	-6	1.6
COc1ccc(OC)c(NC(=O)CSc2nncc(=O)n2N)c1	-4	-1	6	i	-0.7	2	1	-0.9	-2	-1.6
Cc1ccc(SCc2c(C(=O)N/N=C/c3ccco3)nnn2-c2nonc2N)cc1	nt	-7	1	i	-0.1	18	3	-0.5	-3	-1.5
O=C(N/N=C/c1ccco1)c1ccn[nH]1	12	1	-6	i	-1.6	19	-4	3.5	-4	1.8
COc1cc(/C=N/NC(N)=O)c(Br)cc1OCC(=O)Nc1ccccc1C	-5	2	2	i	-0.1	29	8	0.8	1	-1.2
Cc1ccccc1-n1ncc2c1CC(C)(C)CC2NC(=O)CCC(F)(F)F (centres undefined)	-5	3	8	i	0.5	2	4	0.5	1	0.0
COc1cccc(N2CCN(C(=S)Nc3ccc(F)cc3)CC2)c1	-5	8	2	i	-1.2	6	1	-0.2	7	0.4
O=C(Nc1ccc(Oc2cccnc2)nc1)c1ccc(C(F)(F)F)cc1	-13	-6	7	i	2.5	3	-1	0.1	5	-1.7
CSc1ccc(CN2CCC2(C)C(=O)NC2CCc3ccccc32)cc1 (centres undefined)	nt	-4	-5	i	0.2	1	2	0.8	3	-0.3
CCOC(=O)Cn1c(=NC(=O)c2sc3ccccc3c2Cl)sc2cc(S(N)(=O)=O)ccc21	67*	51*	4	i	-0.3	36	14	1.0	3	58*
CC(=O)N(CCC(c1ccccc1)c1ccco1)Cc1cccs1 (centres undefined)	-10	-1	2	i	-0.2	1	2	-1.0	-3	0.6
CC(C)(C)OC(=O)N[C@@H](CC(=O)OCc1ccccc1)C(=O)O	-4	1	-2	i	0.5	-1	-2	0.6	1	0.6
CCCn1c(=O)c2[nH]c(-c3ccc(S(=O)(=O)O)cc3)nc2n(CCC)c1=O	-1	5	-9	i	-0.6	4	0	4.5	-5	-1.2
COc1ccc(CCN=C(N)NS(=O)(=O)c2ccc(C)c(C)c2)cc1OC	-6	2	2	i	-0.3	2	-1	-0.2	2	-0.9
COc1ccc(CNc2cc(C)ccc2C)c(OC)c1OC	-4	-5	-2	i	-0.7	-4	1	-2.0	-1	-0.5
CCNc1nc(SCCOc2ccccc2)nc(N(C)C)n1	6	-7	-2	i	-0.9	6	-3	0.1	1	1.5
CNc1snc(C)c1C(=O)OC(C)C(=O)c1ccc(F)cc1 (centres undefined)	-1	2	-6	i	-0.1	3	-2	-0.9	7	0.3

Looked up by compound from the entries so far:
SMILES	Scp1 inh	NadD block	CSN deneddyl inh	Rpn11 block	Tb MetRS inh	DNMT1 inh	STEP inh	MsrA inh	SUMO1 PPI mod	LMPTP block
Cc1ccc(SCc2c(C(=O)N/N=C/c3ccco3)nnn2-c2nonc2N)cc1	nt	-7	1	i	-0.1	18	3	-0.5	-3	-1.5
Cc1ccccc1-n1ncc2c1CC(C)(C)CC2NC(=O)CCC(F)(F)F (centres undefined)	-5	3	8	i	0.5	2	4	0.5	1	0.0
O=C(CN(CC1CCCO1)C(=O)CNS(=O)(=O)c1ccc(F)cc1)NC1CCCC1 (centres undefined)	3	4	-2	i	-0.4	1	0	-0.6	2	-0.5
O=C(c1cccc(N2CCCC2=O)c1)N1CCOCC1	0	1	-3	i	-0.1	1	0	1.3	0	-2.0

More compounds.
SMILES	Scp1 inh	NadD block	CSN deneddyl inh	Rpn11 block	Tb MetRS inh	DNMT1 inh	STEP inh	MsrA inh	SUMO1 PPI mod	LMPTP block
O=C(NCCN1CCC(n2c(=O)[nH]c3ccccc32)CC1)c1ccc(OC(F)(F)F)cc1	nt	-4	3	nt	-0.6	nt	nt	-1.2	-2	2.4
COc1ccc(S(=O)(=O)NCc2ccc3c(c2)cc(C)n3C)cc1	-7	4	-4	i	-0.8	59*	2	0.6	-20	36
CCCNC(=O)NC(=O)COC(=O)/C=C/c1cc(Br)ccc1F	1	2	-7	i	-0.6	3	2	-1.3	-1	-0.5
CCOCCC(=O)Nc1ccc2c(c1)c(=O)n(C)n2C/C=C/c1ccccc1	nt	-1	5	i	-0.2	2	-1	0.3	5	2.5
COCCNCc1ccccc1	-4	-7	-3	i	0.2	3	1	-1.9	-2	-0.6
CC1CCCN(CCC(=O)Nc2ccc(F)c(F)c2)C1 (centres undefined)	-6	2	-3	i	-0.1	0	3	0.1	7	1.0
CCN(CC)S(=O)(=O)c1ccc(C)c(NC(=S)Nc2cccc(S(=O)(=O)N3CCCCCC3)c2)c1	-11	1	0	i	-0.7	-6	5	-0.6	-1	0.2
Cc1ccc(C)c(/C=C(\C(=O)O)c2ccc(S(=O)(=O)N3CCCCC3)s2)c1	40	10	-3	i	-0.1	23	4	0.9	-2	2.5
COc1ccc(O)c(/C=N/NC(=O)c2ccc(OCc3cccc(Br)c3)cc2)c1	96*	7	12	+	-0.6	52*	33	-0.4	1	13

Screening data from PubChem.
